# NIH3T3 tox: kills NIH 3T3 cells | NIH 3T3 viability, CellTiter-Glo ATP luminescence, 48-72 h | Potency, µM (series often up to 96.7 µM), inactives show top-dose activity change, negative = cytotoxicity, usual class: inhibitors | 4.3% of 94,000 active | AID 1345082; also: potency is read from the fitted curve at half-maximal effect; nearly all actives have a fitted effect of over 55% in size
#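 Luminescent ATP readout (CellTiter-Glo, 10 min RT) after 48 or 72 hr compound exposure of NIH 3T3 cells seeded at 400 cells/well in 1536-well format; quantitative HTS.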
# HEK293 tox: kills HEK 293 cells; HEK 293 viability, ATP luminescence (CellTiter-Glo), 48-72 h; Potency, µM (titrated, usually from 115 µM), inactives show at the highest dose activity change, negative = cytotoxicity, usual class: inhibitors; 6.6% of 94,000 active; also: potency is read from the fitted curve at half-maximal effect; nearly all actives have a fitted effect of over 60% in size
#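 Luminescence from cellular ATP, measured with CellTiter-Glo, indicates HEK 293 viability. Cells plated at 250 cells/well are treated with compound for 48 or 72 hr at 37 degree Celsius before reagent addition.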
# IP6K1 inh: inhibitors of human IP6K1. Q92551. IP6K1 kinase, ADP-Glo luminescence, 2 h; stronger effect = lower value. activity change, % (series mostly up to about 58 µM). 0.81% of 140,000 active. AID 1645851; in the data active = activity change below about -25%
# Target sequence (Q92551 whole entry, looked up): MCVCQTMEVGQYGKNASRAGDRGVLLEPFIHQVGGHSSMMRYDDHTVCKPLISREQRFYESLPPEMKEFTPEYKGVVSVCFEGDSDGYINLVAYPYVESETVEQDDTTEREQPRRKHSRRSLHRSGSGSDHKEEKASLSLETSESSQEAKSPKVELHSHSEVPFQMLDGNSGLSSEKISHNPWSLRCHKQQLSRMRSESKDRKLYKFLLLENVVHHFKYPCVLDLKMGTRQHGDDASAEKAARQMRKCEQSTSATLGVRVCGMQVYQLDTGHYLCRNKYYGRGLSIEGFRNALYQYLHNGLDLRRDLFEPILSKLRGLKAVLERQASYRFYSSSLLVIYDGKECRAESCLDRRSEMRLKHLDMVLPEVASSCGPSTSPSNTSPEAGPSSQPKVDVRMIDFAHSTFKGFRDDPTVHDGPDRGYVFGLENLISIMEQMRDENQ
#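 ADP-Glo luminescence measures ADP made by human IP6K1 during a 2 h RT reaction with ATP/IP6 (mix at 1.3 mM/130 uM); top library doses 57.5 and 19.1 uM final.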
# Luciferase inh: Photinus pyralis luciferase inhibition; P08659; purified P. pyralis luciferase, luminescence, biochemical; Potency, µM (doses to about 115 µM), without a hit: at the highest dose activity change, negative = inhibition, actives largely listed as inhibitors; 2.5% of 76,000 active; also: potency is read from the fitted curve at half-maximal effect; nearly all actives have a fitted effect of over 65% in size
#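 Luminescence read by CCD imager after adding enzyme (10nM final) to wells holding compound, titrated in qHTS. Substrates 10uM each D-luciferin and ATP; buffer 50mM Tris acetate pH 7.5, 10mM Mg acetate, Tween-20, BSA.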
# SNCA expr inhib: inhibitors of alpha-synuclein (SNCA) gene expression | 0.17% of 140,000 active | HEK-293 SNCA-luciferase knock-in, luminescence, 24 h | Potency, µM (series often up to 57.2 µM), inactives show top-dose activity change, negative = inhibition, usual class: inhibitors;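 also: potency is read from the fitted curve at half-maximal effect; plate controls were DMSO cells for no effect and cell-free wells for full effect; nearly all actives have a fitted effect of over 45% in size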
# GPT2 inhibitor: inhibitors of human GPT2 alanine aminotransferase. Q8TD30. Recombinant GPT2, coupled pyruvate oxidase/HRP Amplex Red fluorescence. Potency, µM (top dose mostly 57.7 µM), without a hit: top-dose activity change, negative = inhibition, actives largely listed as inhibitors. 0.25% of 100,000 active; also: potency is read from the fitted curve at half-maximal effect; nearly all actives have a fitted effect of over 60% in size; many of its hits are not listed in these tables
# Target sequence (Q8TD30 whole entry, looked up): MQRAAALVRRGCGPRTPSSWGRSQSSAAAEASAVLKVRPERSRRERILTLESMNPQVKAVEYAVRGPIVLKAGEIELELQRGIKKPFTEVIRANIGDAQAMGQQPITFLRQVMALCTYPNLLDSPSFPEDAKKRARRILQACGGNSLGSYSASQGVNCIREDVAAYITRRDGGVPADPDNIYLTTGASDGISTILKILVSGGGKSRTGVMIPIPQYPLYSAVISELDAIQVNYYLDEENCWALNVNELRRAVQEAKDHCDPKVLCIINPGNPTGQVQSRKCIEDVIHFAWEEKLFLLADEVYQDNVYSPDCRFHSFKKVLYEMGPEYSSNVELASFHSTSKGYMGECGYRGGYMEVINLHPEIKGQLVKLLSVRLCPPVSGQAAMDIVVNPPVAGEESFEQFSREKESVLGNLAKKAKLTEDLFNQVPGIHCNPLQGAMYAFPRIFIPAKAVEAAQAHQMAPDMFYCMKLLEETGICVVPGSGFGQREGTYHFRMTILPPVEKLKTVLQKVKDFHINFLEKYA
#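 Fluorescence read-out: pyruvate from GPT2 turnover coupled to pyruvate oxidase, HRP and Amplex Red (0.2mM ThPP, 0.2U/mL PO and HRP, 50uM Amplex final). Substrates 250uM a-KG, 2mM L-alanine; enzyme 10ng/uL; 30 min RT.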
# SNCA viab count: cell viability loss counter-screen. Potency, µM (highest dose often 57.1 µM), inactives show at the highest dose activity change, negative = cytotoxicity, hits mostly cytotoxic. HEK-293-SNCA-luc viability, GF-AFC fluorescence, 24 h. AID 1671193. 0.12% of 150,000 active;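 also: potency is read from the fitted curve at half-maximal effect; 0% = DMSO-treated cells and -100% = medium-only wells without cells; nearly all actives have a fitted effect of over 30% in size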
#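 HEK-293-SNCA-luc cells (1500/well) plated 24 h, then exposed 24 h to a dilution series; GF-AFC added 30 min at 37C, fluorescence 405/540 nm; normalised to medium-only and DMSO wells, Hill fit.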
# An asterisk follows results filed as active; i = inactive; ? = inconclusive; nt = not tested or not shown; [ ] = remark or other dose. Unless noted, calls follow the shape of the dose curve; as a rule, active = well fitted curve in the direction sought with a large enough effect; inconclusive = small, poorly fitted or top-dose-only effect, or another doubt; inactive = no such curve, though single readings can be large; an effect the other way counts as inactive or inconclusive. Unless noted, % is scaled to controls: 0 for no effect and ±100 for the full control effect.
SMILES,NIH3T3 tox,HEK293 tox,IP6K1 inh,Luciferase inh,SNCA expr inhib,GPT2 inhibitor,SNCA viab count
COc1ccc([C@H]2C[C@@H](O)[C@@H](O)[C@@H]2NC(=O)C2CCCC2)cc1,0%[174 µM],i,0,6%[172 µM],0%[87.6 µM],-5%[88.5 µM],7%[87.6 µM]
CCc1c(C)nc(SCc2nc(-c3ccccc3)no2)[nH]c1=O,nt,nt,8,nt,-20%,nt,8%
CC(C)CN(CC1CN(C(=O)Nc2ccccc2)CCO1)C(=O)c1ccccc1F (configuration not stated),-24%,?,-7,-3%,-27%,-4%,-1%
CN(C)Cc1nnc(C2CCN(C(=O)CCc3ccncc3)CC2)n1C,-3%,-21%,15,-3%,-10%,?,10%
Cc1ccc(Nc2sc(C(=O)c3ccccc3)c(N)c2S(=O)(=O)c2ccccc2)cc1Cl,nt,nt,0,nt,-15%,nt,-13%
CS(=O)(=O)N1CCCC1c1noc(CCC(=O)N2CCC(N3CCCCC3)CC2)n1 (configuration not stated),i,-4%,12,15%,11%,i,7%
O=C(NC1CCCCC1)O[C@@H]1CO[C@H]2[C@@H]1OC[C@@H]2NS(=O)(=O)c1ccc(Cl)cc1,-26%,?,7,0%,-6%,i,-8%
Cc1ccc(NC(=O)C(=O)NCC(c2cccnc2)N2CCc3ccccc3C2)cc1 (configuration not stated),nt,nt,15,nt,-27%,nt,8%
CN1CCOC[C@H]2CCN(C(=O)c3cccs3)C[C@H]21,1%,-5%,3,-4%,-12%,2%,21%
Cc1cc(C(=O)N[C@@H]2CN(c3ccncn3)C[C@H]2CN(C)C)no1,-5%,i,23,5%,-2%,i,5%
O=C1NC2(CCN(C(=O)OCc3ccccc3)C2)N=C1c1ccccn1 (configuration not stated),-14%,1%,3,6%,-3%,i,7%
COc1ccc(OCC(O)CN2CCC(=O)N(C3CC3)Cc3ccccc32)cc1 (configuration not stated),?,?,10,nt,nt,nt,nt
CNC(=O)C1CCN(C(=O)c2cc(COc3ccc4c(c3)OCO4)[nH]n2)C1 (configuration not stated),i,i,1,?,53%[activator],i,13%
Cc1ccc(C(=O)N(Cc2ccco2)Cc2sccc2C)cc1,nt,nt,25,nt,-11%,nt,3%
CC(=O)N1CCCN(CC[C@H]2CN(C(=O)c3ccc(C(F)(F)F)cc3)CC[C@H]2CC(=O)O)CC1,4%,2%,-12,-4%,-4%,-4%,6%
COc1ccc(NC(=O)Nc2cccc(-c3ccc(N4CCOCC4)nn3)c2)cc1Cl,?,22µM*,-3,0.63µM*,?,?,?
Cn1ncc2c(C(=O)NCc3ccc(F)cc3)cc(-c3ccc(Cl)cc3)nc21,?,-12%,17,nt,-5%,-14%,-18%
CCn1nc(C(C)C)cc1C(=O)NCCCn1nc(C)c(Cl)c1C,-32%,?,14,-10%,5%,i[11.5 µM],-1%
COCc1ncc(C)n1CCNC(=O)Cc1cccc(F)c1,?,4%,14,-13%,6%,i,0%
Cn1cc(CN2CCNc3cc(Nc4cccnc4)ncc3C2)cn1,?,?,-19,-9%[172 µM],6%[87.6 µM],2%[88.5 µM],-14%[87.6 µM]
CCOc1ccc(-c2nonc2NC(=O)c2oc3ccc(CC)cc3c2C)cc1,nt,nt,55,nt,14%,nt,13%
O=C(Cc1ccc(F)cc1)N1CCCC(C(=O)N2CCC(c3nc4ncccc4[nH]3)CC2)C1 (configuration not stated),-24%,-26%,-2,nt,-10%,-7%,1%
CSc1ncccc1C(=O)NC1CC(c2cc(=O)[nH]c(N)n2)C1 (configuration not stated),-18%,-13%,12,7%,-6%,1%,1%
COCCCNC(=O)c1ccc2nc(Cc3ccc(OC)cc3)oc2c1,nt,nt,-15,nt,-6%,nt,6%
COCC1CN(S(=O)(=O)c2ccc(OC)c(Cl)c2)CC12CCNCC2 (configuration not stated),-21%,?,-1,2%,1%,i,-15%
Cc1nnnn1-c1cccc(C(=O)N[C@H]2C[C@@H]3OCC[C@H]23)c1,i,-8%,-10,-6%,-21%,-1%,5%
O=C(NCc1ccc(F)c(F)c1)c1ccc2nc(-c3ccncc3)oc2c1,-25%,?,8,nt,7%,-1%,4%
Cc1ccc(NC(=O)CC2CCCN(c3cnn(C)c(=O)c3)C2)cc1 (configuration not stated),-6%,-8%,15,-20%,7%,i,6%
Oc1c(C(c2ccc(F)cc2)N2CCOCC2)sc2nc(-c3ccco3)nn12 (configuration not stated),nt,nt,2,nt,0%,nt,-6%
Cc1cc(=O)n(CC(=O)Nc2cc(C)on2)c(N2CCOCC2)n1,-1%,8%,6,0%,-28%,3%,-2%
Cc1cn2nc(C(=O)NCC(C)c3ccccc3)cc2c(N2CCCC2)n1 (configuration not stated),?,?,-1,9%,2%,i,0%
Cc1cc(C)n(CCC(=O)N2CCCC(Cc3noc(-c4ccccn4)n3)C2)n1 (configuration not stated),i,0%,0,-20%,64%[activator],0%,-5%
CC(C)NC(=O)CC1Sc2ncccc2N(C)C1=O (configuration not stated),2%,3%,25,6%,6%,-4%,5%
CCc1ccc(CN2CCc3nc(N4CCN(C)CC4)[nH]c(=O)c3CC2)cc1,i,10%,5,13%,23%,i,-13%
CC(=O)c1cccc(NC(=O)CN2C=NS(=O)(=O)c3ccc(C)cc32)c1,nt,nt,4,nt,-5%,nt,-2%
CN(C)C(=O)c1ccc2c(c1)n(Cc1cccc(F)c1)c(=O)c1ccnn12,?,?,-9,-6%,14%,i,-5%
O=C(NCc1ccccc1Cl)c1ccc(Cn2c(SCc3ccccc3)nc3cccnc32)cc1,nt,nt,2,nt,74%[activator],nt,?
COc1ccccc1C(=O)N1CCC2(CC1)COc1ccccc1[S+](=O)([O-])N2,-18%,0%,21,nt,-1%,-6%,5%
COCCO[C@H]1COCCN(S(=O)(=O)c2ccc(F)cc2)C1,2%[138 µM],3%[172 µM],-8,-3%[172 µM],9%[87.6 µM],2%[88.5 µM],0%[87.6 µM]
Cc1noc([C@@H](C)NC(=O)c2cccs2)c1C(=O)O,1%[174 µM],i,11,4%[230 µM],-4%[87.6 µM],-9%[88.5 µM],-4%[87.6 µM]
COc1ccc(-n2nc(C(=O)N3CCCCC3)c3c4ccccc4n(C)c3c2=O)cc1Cl,nt,nt,-4,nt,2%,nt,?
COCC(=O)N1CCc2cc(OC)c(OC)cc2C1COc1ccc2c(C)cc(=O)oc2c1 (configuration not stated),nt,nt,4,nt,42%[activator],nt,6%
C#CCN(C)Cc1nc(C2(O)CCN(C(=O)c3ccccc3)CC2)cs1,1%[174 µM],-3%[172 µM],6,-1%[172 µM],26%[87.6 µM],i,2%[87.6 µM]
COc1ccc(-n2c(=O)c(C(=O)NC3CCCCC3)nc3cccnc32)cc1,-16%,-8%,20,nt,1%,i,-7%
COC1CCOC2(CCN(C(=O)Nc3cccc(F)c3)CC2)C1 (configuration not stated),-7%,2%,-15,-17%,39%[activator],i,-11%[12.5 µM]

# In another format: results already given
CC(=O)c1cccc(NC(=O)CN2C=NS(=O)(=O)c3ccc(C)cc32)c1
  NIH3T3 tox = nt; HEK293 tox = nt; IP6K1 inh = 4; Luciferase inh = nt; SNCA expr inhib = -5%; GPT2 inhibitor = nt; SNCA viab count = -2%
COc1ccccc1C(=O)N1CCC2(CC1)COc1ccccc1[S+](=O)([O-])N2
  NIH3T3 tox = -18%; HEK293 tox = 0%; IP6K1 inh = 21; Luciferase inh = nt; SNCA expr inhib = -1%; GPT2 inhibitor = -6%; SNCA viab count = 5%
CN(C)C(=O)c1ccc2c(c1)n(Cc1cccc(F)c1)c(=O)c1ccnn12
  NIH3T3 tox = ?; HEK293 tox = ?; IP6K1 inh = -9; Luciferase inh = -6%; SNCA expr inhib = 14%; GPT2 inhibitor = i; SNCA viab count = -5%

# Additional compounds:
SMILES,NIH3T3 tox,HEK293 tox,IP6K1 inh,Luciferase inh,SNCA expr inhib,GPT2 inhibitor,SNCA viab count
Cc1ncsc1C(=O)N1CCNc2cnc(Nc3cccc(F)c3)nc2C1,?,?,19,15%[172 µM],13%[87.6 µM],i,-8%[87.6 µM]
Cc1cccc2c1O[C@H]1[C@H](CO)CN(C(=O)CC(C)(C)C)[C@@H]21,-12%,?,17,nt,nt,nt,nt
Cc1cc(OC2CNC2)ccc1F,-14%[174 µM],-18%[230 µM],5,nt,1%[87.6 µM],0%[88.5 µM],7%[87.6 µM]
C#CCNC(=O)C[C@@H]1c2nc(NC(=O)c3ccc(F)cc3)sc2C[C@@H]2[C@](C)(CO)[C@H](O)CC[C@]21C,?,?,-1,-6%,-22%,2%,-8%
CO[C@H]1COCCN(C(=O)c2cc(C)oc2C(F)(F)F)C1,i,i,6,-3%[172 µM],-18%[87.6 µM],-5%[88.5 µM],2%[87.6 µM]
COCC(=O)N1c2nc(C(C)C)nn2C2(CCCCC2)[C@@H]2CCCC[C@@H]21,nt,nt,2,nt,-7%,nt,-16%
Cc1ccc(OCC(=O)OCc2cc(=O)n3nc(C4CC4)sc3n2)cc1C,nt,nt,1,nt,-18%,nt,-2%
CC(C)c1nc2c(c(-c3ccc(O)cc3)n1)CN(Cc1cccn1C)CC2,?,?,1,-1%,17%,i,-9%
COCCn1c(C)cc(C(=O)N2CCC(N3C[C@H](O)C[C@H]3C(=O)NC3CCCCC3)CC2)c1C,-10%,3%,5,1%,-25%,5%,-2%
O=C(Nc1cc(Cl)cc(Cl)c1)c1cc(S(=O)(=O)NC2CCCC2)ccc1F,nt,nt,-5,nt,-26%,nt,-7%
Cc1nnc(-c2cc(-c3cccc(CO)c3)ccn2)n1CCN1CCOCC1,?,4%[172 µM],16,0%[172 µM],5%[87.6 µM],-13%[88.5 µM],8%[87.6 µM]
COC1C(=O)N(C2CCN(Cc3ccc(O)cc3)CC2)C12CCOCC2 (configuration not stated),-14%,-17%,2,-1%,-25%,-1%,-1%
COc1ccc(-c2cn3cc(C(=O)NCc4cccc(OC)c4)nc3s2)cc1,?,?,2,nt,-5%,i,-19%
Cc1cc(F)ccc1NCc1ccccc1-c1nnc(-c2ccccc2Cl)o1,nt,nt,-7,nt,70%[activator],nt,-7%
O=C(Nc1ccc(F)cc1F)N1C[C@@H](F)[C@@H](OCc2nc3ccccc3o2)C1,-33%[174 µM],-25%[172 µM],15,6%[172 µM],48%[activator][87.6 µM],-3%[88.5 µM],-2%[87.6 µM]
CC1CCN(S(=O)(=O)c2ccc3nc(N4CCN(c5ccc(F)cc5)CC4)ccc3c2)CC1,nt,nt,25,nt,-23%,nt,?
Cc1ncccc1C(=O)N1CC2CC(C1)[C@H]1CCCC(=O)N1C2 (some centres not stated),-1%,8%,17,0%,13%,i,3%
COc1ncccc1CNC[C@H]1O[C@@H]2C[C@@H](CC(=O)NCc3nccn3C)O[C@@H]2[C@@H]1O,-17%[174 µM],-9%[172 µM],7,-11%[172 µM],-22%[87.6 µM],?,-3%[87.6 µM]
O=C(Nc1ccon1)[C@@H]1C[C@@H](c2ccc(F)cc2)N(Cc2ccccc2)C1,?,32µM*,2,-4%[172 µM],-11%[87.6 µM],-9%[88.5 µM],?

# Assay outcomes from PubChem.
